mcGAS lum = blocks mouse cGAS activity; inhibition, % at 12.5 µM; recombinant cGAS, Kinase-Glo ATP depletion luminescence; actives 0.15% (n = 160,000); Q8C6L5; AID 1259399;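 also: 0% = negative control wells and 100% = reference inhibitor with no enzyme activity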
NPYLR7 agonist = mosquito NPYLR7 agonism | HEK293T NPYLR7/Galpha15, GCaMP6s calcium fluorescence | activation, % at 10 µM | actives 0.15% (n = 270,000) | AID 1259423; in the data active = activation above about 40%;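 also: 0% = vehicle and 100% = reference agonist at the receptor; some compounds past the cut are filed as inactive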
hcGAS inh = blocks human cGAS activity; AID 1259398; inhibition, % at 12.5 µM; actives 0.081% (n = 290,000); recombinant h-cGAS, ATP depletion, Kinase-Glo luminescence;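 also: 0% = vehicle reaction and 100% = reaction without DNA for no activity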
Target sequence (Q8N884 whole entry, looked up): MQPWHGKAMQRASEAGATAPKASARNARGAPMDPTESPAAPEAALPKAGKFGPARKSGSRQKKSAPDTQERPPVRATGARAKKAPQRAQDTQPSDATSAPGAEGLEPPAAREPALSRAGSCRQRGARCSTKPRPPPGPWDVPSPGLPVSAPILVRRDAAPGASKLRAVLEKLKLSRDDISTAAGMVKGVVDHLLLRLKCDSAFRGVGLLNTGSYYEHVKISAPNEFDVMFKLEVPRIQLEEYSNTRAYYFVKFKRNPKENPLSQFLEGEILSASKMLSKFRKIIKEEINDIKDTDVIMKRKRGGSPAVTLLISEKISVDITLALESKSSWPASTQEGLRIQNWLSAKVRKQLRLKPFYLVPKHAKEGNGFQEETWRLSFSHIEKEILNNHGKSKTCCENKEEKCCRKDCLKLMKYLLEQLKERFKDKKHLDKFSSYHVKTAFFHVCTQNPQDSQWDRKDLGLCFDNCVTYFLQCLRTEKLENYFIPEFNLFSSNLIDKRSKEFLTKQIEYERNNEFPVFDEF
Active calls of the source: *. Rule as the data show it, unless noted: active = inhibition above about 40%; inactive = the rest.

Screening CCN1CCCCC1CNC(=O)CCC(=O)NC1CCCC1 (stereo not given) returned mcGAS lum -16, NPYLR7 agonist 11 and hcGAS inh -5.
For CCOC(=O)c1c(NC(=O)Cc2ccccc2)sc(C(=O)Nc2ccccc2F)c1C the results were mcGAS lum -5, NPYLR7 agonist 1 and hcGAS inh -5.
Cc1cc(C)cc(-c2nc3ccccn3c2NC(=O)CCCl)c1 was read as mcGAS lum -3, NPYLR7 agonist -8 and hcGAS inh -4.
CCOC(=O)c1csc(N(C)S(=O)(=O)c2cc(F)ccc2F)n1 was read as mcGAS lum -11, NPYLR7 agonist 3 and hcGAS inh -5.
For COc1cccc(C(=O)N(CC(=O)N2c3ccccc3-n3cccc3C2c2ccc(F)cc2)C(C)C)c1 (stereo not given) the results were mcGAS lum -5, NPYLR7 agonist -3 and hcGAS inh -10.
CCOc1cc(C(=O)N2CCOC(COc3ccccc3OC)C2)ccc1OC (stereo not given) was read as mcGAS lum -7, NPYLR7 agonist 6 and hcGAS inh -6.
`C=CCN(CC=C)C(=O)CN1CCc2[nH]cnc2C12CCCCC2` gave mcGAS lum -14, NPYLR7 agonist -5 and hcGAS inh -8.
Screening O=C(CN1C(=O)C2CC=CCC2C1=O)NC1CCCCCC1 (stereo not given) returned NPYLR7 agonist -1 and hcGAS inh -2.
O=C(Cn1ccccc1=O)NC(c1ccccc1)c1ccccn1 (stereo not given) was read as NPYLR7 agonist 10 and hcGAS inh -6.
`CCC(C)N(Cc1ccc(OC)c(OCc2nc(CO)cs2)c1)C(=O)c1cccs1` (stereo not given) gave mcGAS lum -2, NPYLR7 agonist 13 and hcGAS inh -5.
Screening Cc1cc(C)n(CC2CC(=O)N(c3ccc(Br)cc3)C2=O)n1 (stereo not given) returned NPYLR7 agonist 0 and hcGAS inh -1.
Screening CCCC(C)C(=O)NS(=O)(=O)N1CCCCC1 (stereo not given) returned mcGAS lum -12, NPYLR7 agonist -1 and hcGAS inh -3.
Screening CCN1CCN(c2cc(C)nc(SCc3ccc(C(=O)NCCc4ccccn4)o3)n2)CC1 returned mcGAS lum -4, NPYLR7 agonist 4 and hcGAS inh 0.
CCN(CC)c1ccc2cc(-c3csc(N/N=C\c4ccc(OC)cc4)n3)c(=O)oc2c1 was read as mcGAS lum -8, NPYLR7 agonist 6 and hcGAS inh -17.
`CC(c1ccccc1Cl)N1CCN(Cc2ncc(C(C)(C)C)o2)CC1` (stereo not given) gave NPYLR7 agonist 1 and hcGAS inh -8.
For Cc1ccc2nc(COc3ccc(C)nc3)cn2c1 the results were NPYLR7 agonist -1 and hcGAS inh 1.
Screening COc1ccc(CN(CCc2c[nH]c3ccccc23)C(=O)CN(C(=O)c2ccc([N+](=O)[O-])cc2Cl)C2CC2)cc1OC returned mcGAS lum -4, NPYLR7 agonist 22 and hcGAS inh -1.
Cn1c(=O)[nH]c(=O)c2c1nc(N1CCc3ccccc3C1)n2CCCSc1ncccn1 was read as NPYLR7 agonist 1 and hcGAS inh -6.
`CCOC(=O)C(=O)Nc1sc(Cc2ccccc2)cc1C(=O)OCC` gave mcGAS lum -4, NPYLR7 agonist 3 and hcGAS inh -2.
Screening COc1ccc(Cl)cc1-n1nnc(C(=O)Nc2cccc(F)c2)c1C returned mcGAS lum 4, NPYLR7 agonist 2 and hcGAS inh 1.

Reprinted from the part before: two entries, then new ones.
`CCOC(=O)C(=O)Nc1sc(Cc2ccccc2)cc1C(=O)OCC` gave mcGAS lum -4, NPYLR7 agonist 3 and hcGAS inh -2.
Screening COc1ccc(Cl)cc1-n1nnc(C(=O)Nc2cccc(F)c2)c1C returned mcGAS lum 4, NPYLR7 agonist 2 and hcGAS inh 1.
Screening Cc1cc(NC(=O)C(c2ccccc2)N2CCN(C)CC2C)no1 (stereo not given) returned NPYLR7 agonist 5 and hcGAS inh -5.
`S=C1NC2(CCCC2)N=C1c1ccc(Cl)cc1Cl` gave NPYLR7 agonist 1 and hcGAS inh -2.
COc1ccc2c(c1)CC(NCCCn1nc(C)nc1C)CC2 (stereo not given) was read as NPYLR7 agonist 0 and hcGAS inh -8.
Screening CCOC(=O)C1=C(CC)NC2=C(C(=O)CCC2)C1c1ccc(Cl)c(Cl)c1 (stereo not given) returned mcGAS lum -7, NPYLR7 agonist -4 and hcGAS inh -3.
Screening CCOC(=O)C1=C(C)N=c2s/c(=C/c3ccco3)c(=O)n2C1c1ccccc1 (stereo not given) returned NPYLR7 agonist 3 and hcGAS inh -2.
O=C(c1ccc2nc(C3CCCCC3)oc2c1)N1CCCC(c2nc3ccccc3o2)C1 (stereo not given) was read as mcGAS lum -11, NPYLR7 agonist 3 and hcGAS inh -8.
CCNC(=O)NCC1c2cc(OC)c(OC)cc2CCN1Cc1cccc(C)c1 (stereo not given) was read as mcGAS lum -4 and hcGAS inh -2.
CCN(C(=O)c1coc2ccccc12)C(C)CO (stereo not given) was read as NPYLR7 agonist 1 and hcGAS inh 1.
CC(C)N1CCC(NS(=O)(=O)c2ccc(Cl)c(Cl)c2)CC1 was read as mcGAS lum -15, NPYLR7 agonist 5 and hcGAS inh -5.
Screening CC1(C)[C@H]2CC=C(CCNC3CCN(c4ccc(C(=O)N5CCOCC5)cc4)CC3)[C@@H]1C2 returned mcGAS lum -10, NPYLR7 agonist 21 and hcGAS inh -7.
Screening COc1ccc(OC)c(COC(=O)CCc2ncn[nH]2)c1 returned mcGAS lum -16, NPYLR7 agonist -1 and hcGAS inh -7.
`CCc1ccccc1NC(=O)N1CCCC1c1ccnn1CC` (stereo not given) gave NPYLR7 agonist -1 and hcGAS inh -5.
Screening CC(=O)C(N=Nc1c[nH]c(=O)[nH]c1=O)=C(C)O returned NPYLR7 agonist -11 and hcGAS inh -5.
For COc1ccc(Cl)cc1C(=O)Nc1cc(-c2nc3ccc(C)cc3o2)ccc1C the results were mcGAS lum -4, NPYLR7 agonist 1 and hcGAS inh -5.
COCC(=O)Nc1nnc(SCc2cccc(Cl)c2F)s1 was read as mcGAS lum -6, NPYLR7 agonist 3 and hcGAS inh -3.
Screening Cc1noc(C)c1S(=O)(=O)NC(=O)C1(C)CCN1C(=O)c1cccc2ccccc12 (stereo not given) returned NPYLR7 agonist 3 and hcGAS inh 1.
Screening COc1ccccc1C(=O)N(Cc1csc(COc2cccc3ccccc23)n1)C1CC1 returned mcGAS lum -4 and hcGAS inh -4.
CC=CCn1c(=O)c2c(nc3n(C(C)c4ccccc4)c(C)c(C)n23)n(C)c1=O (stereo not given) was read as mcGAS lum -7, NPYLR7 agonist 3 and hcGAS inh 4.
CN1CCC(Cc2noc(-c3cccc(OCC(N)=O)c3)n2)CC1 was read as NPYLR7 agonist 1 and hcGAS inh -6.
For CCOc1ccc(-c2cc(C(=O)NCCCN3CCCCC3C)c3ccccc3n2)cc1 (stereo not given) the results were mcGAS lum -3, NPYLR7 agonist -8 and hcGAS inh -4.
CCn1nc(C)cc1C(=O)N1CCC2(CCCN(Cc3cccc(F)c3F)C2)C1 (stereo not given) was read as NPYLR7 agonist 6 and hcGAS inh 0.
Screening Cc1cc(C)cc(-c2nc3ccccn3c2NC(=O)Cc2ccccc2)c1 returned mcGAS lum -9, NPYLR7 agonist -3 and hcGAS inh -11.
For COCC(c1ccccn1)N(C)C(=O)c1cccc(Cl)c1Cl (stereo not given) the results were NPYLR7 agonist -1 and hcGAS inh -8.
Screening Cc1ccc(-c2nc(CN(C)C3CCOC3)c(C)o2)o1 (stereo not given) returned mcGAS lum -6, NPYLR7 agonist -11 and hcGAS inh -5.
`COc1cccc(NC(=O)Nc2cccc(-n3nc(OCC(C)C)nc3-c3cccc(OC)c3)c2)c1` gave mcGAS lum -5, NPYLR7 agonist 14 and hcGAS inh -8.
For COc1cccc(C2c3c(oc4ccc(Cl)cc4c3=O)C(=O)N2c2cc(C)on2)c1 (stereo not given) the results were NPYLR7 agonist 8 and hcGAS inh -6.
Screening CCN(CC)S(=O)(=O)c1ccc(C(=O)Nc2nc(-c3ccc([N+](=O)[O-])cc3)cs2)cc1 returned mcGAS lum -8, NPYLR7 agonist 9 and hcGAS inh -9.
For Cc1cnn(Cc2cccc(F)c2)c1NC(=O)CSc1ccncc1 the results were mcGAS lum -16, NPYLR7 agonist -3 and hcGAS inh -3.
`CC1Cc2cc(-c3cc(CNC(=O)C4CCCC4)no3)ccc2O1` (stereo not given) gave NPYLR7 agonist -2 and hcGAS inh 5.
For NC(=O)c1nc(-c2ccccc2Cl)nc2c1[nH]c(=O)n2-c1ccc2c(c1)OCO2 the results were mcGAS lum -8, NPYLR7 agonist -2 and hcGAS inh -8.
N#CC1(c2ccccc2)CCN(C(=O)C2CCCCC2C(=O)NC(c2ccccc2)c2ccccc2)CC1 (stereo not given) was read as mcGAS lum -5, NPYLR7 agonist 2 and hcGAS inh -8.
`Cc1cc(/C=N\NC(=O)COc2cccc3cccnc23)c(C)n1-c1ccccc1` gave mcGAS lum -7, NPYLR7 agonist -8 and hcGAS inh -2.
For Cc1noc(-c2cccnc2)c1C(=O)NC(C)c1ccc(Br)cc1 (stereo not given) the results were mcGAS lum -6, NPYLR7 agonist 6 and hcGAS inh -6.
`CC(=O)c1c(C)[nH]c(C(=O)CSc2nc(N)cc(=O)[nH]2)c1C` gave NPYLR7 agonist 13 and hcGAS inh -3.
CC(C)c1cc(C(=O)N2CCC3(CCCN(Cc4ccc(F)cc4)C3)C2)nc(N)n1 (stereo not given) was read as NPYLR7 agonist 6 and hcGAS inh -9.
`COC(=O)c1nc(-c2ccccc2)oc1N1CCCCC1` gave NPYLR7 agonist -3 and hcGAS inh -4.
`Cc1ccc(C(C(=O)N(C)Cc2ccc3nsnc3c2)N(C)C)cc1` (stereo not given) gave NPYLR7 agonist 8 and hcGAS inh -7.
COc1cccc(OCc2cc(C(=O)NC(C)c3c(C)nn(C)c3C)n[nH]2)c1 (stereo not given) was read as NPYLR7 agonist 16 and hcGAS inh -5.
COC(=O)c1ccc(C(=O)NCc2cn3cccc(C)c3n2)s1 was read as mcGAS lum 9, NPYLR7 agonist -4 and hcGAS inh 7.
For Cc1onc(-c2ccccc2)c1C(=O)N1CCc2ccccc2C1c1ccccc1F (stereo not given) the results were mcGAS lum -7, NPYLR7 agonist 19 and hcGAS inh -6.
COCCN(CCC(=O)N1CCN(c2ccccc2OC)CC1)c1nc(Cc2ccc(F)cc2)ns1 was read as mcGAS lum -7, NPYLR7 agonist 8 and hcGAS inh -6.
Screening CCCN(Cc1ccccc1F)C(=O)C1CC=CCC1 (stereo not given) returned NPYLR7 agonist -5 and hcGAS inh -2.
For O=C(CN1CCOCC1)N1N=C(c2ccc(F)cc2)CC1c1ccc2c(c1)OCO2 (stereo not given) the results were mcGAS lum -3, NPYLR7 agonist -2 and hcGAS inh -2.
CCOC(=O)C1CSCCN1Cn1ncc2ccccc2c1=O (stereo not given) was read as NPYLR7 agonist -5 and hcGAS inh -12.
For Cc1ncc(CO)c(CN2CCc3[nH]cnc3C2Cc2ccccc2)c1O (stereo not given) the results were NPYLR7 agonist 0 and hcGAS inh -3.
For CCCNC(=O)NC(=O)CSc1nnc(N2CCCCC2)n1-c1ccc(C)cc1 the results were NPYLR7 agonist -2 and hcGAS inh 4.
CCNC(=O)N(CC(=O)N1CCc2sccc2C1COc1ccc(Cl)cc1)CC1CCCO1 (stereo not given) was read as mcGAS lum -6, NPYLR7 agonist -1 and hcGAS inh -8.
`O=C(Nc1ccc(F)cc1F)N1CCC(Cc2ccc(C(F)(F)F)cc2)CC1` gave mcGAS lum -8, NPYLR7 agonist 0 and hcGAS inh -5.
For Cc1cc(=O)c(C(=O)N(C)CC(=O)Nc2cccc(F)c2)nn1-c1cccc(C(F)(F)F)c1 the results were mcGAS lum -4, NPYLR7 agonist -2 and hcGAS inh -1.
`O=C(Nc1ccncc1)c1cc([N+](=O)[O-])ccc1Cl` gave mcGAS lum -10, NPYLR7 agonist -7 and hcGAS inh -5.
For Cc1nc2cc(C(F)(F)F)ccc2n1C1CCN(C(=O)Cc2ccccc2F)CC1 the results were mcGAS lum -4, NPYLR7 agonist 4 and hcGAS inh -3.
For NC(=O)c1ccc(CN2CCN(Cc3ccc(C(N)=O)cc3)C3(CCCCC3)C2)cc1 the results were NPYLR7 agonist -6 and hcGAS inh -14.
Cc1ccccc1NC(=O)CSc1nc(N)c(NC(=O)c2ccc(Cl)cc2)c(=O)[nH]1 was read as mcGAS lum -6, NPYLR7 agonist 4 and hcGAS inh -3.

Entries shown so far that have an NH in an aromatic ring (ten):
`C=CCN(CC=C)C(=O)CN1CCc2[nH]cnc2C12CCCCC2` gave mcGAS lum -14, NPYLR7 agonist -5 and hcGAS inh -8.
Screening COc1ccc(CN(CCc2c[nH]c3ccccc23)C(=O)CN(C(=O)c2ccc([N+](=O)[O-])cc2Cl)C2CC2)cc1OC returned mcGAS lum -4, NPYLR7 agonist 22 and hcGAS inh -1.
Cn1c(=O)[nH]c(=O)c2c1nc(N1CCc3ccccc3C1)n2CCCSc1ncccn1 was read as NPYLR7 agonist 1 and hcGAS inh -6.
Screening COc1ccc(OC)c(COC(=O)CCc2ncn[nH]2)c1 returned mcGAS lum -16, NPYLR7 agonist -1 and hcGAS inh -7.
Screening CC(=O)C(N=Nc1c[nH]c(=O)[nH]c1=O)=C(C)O returned NPYLR7 agonist -11 and hcGAS inh -5.
For NC(=O)c1nc(-c2ccccc2Cl)nc2c1[nH]c(=O)n2-c1ccc2c(c1)OCO2 the results were mcGAS lum -8, NPYLR7 agonist -2 and hcGAS inh -8.
`CC(=O)c1c(C)[nH]c(C(=O)CSc2nc(N)cc(=O)[nH]2)c1C` gave NPYLR7 agonist 13 and hcGAS inh -3.
COc1cccc(OCc2cc(C(=O)NC(C)c3c(C)nn(C)c3C)n[nH]2)c1 (stereo not given) was read as NPYLR7 agonist 16 and hcGAS inh -5.
For Cc1ncc(CO)c(CN2CCc3[nH]cnc3C2Cc2ccccc2)c1O (stereo not given) the results were NPYLR7 agonist 0 and hcGAS inh -3.
Cc1ccccc1NC(=O)CSc1nc(N)c(NC(=O)c2ccc(Cl)cc2)c(=O)[nH]1 was read as mcGAS lum -6, NPYLR7 agonist 4 and hcGAS inh -3.

From PubChem BioAssay

Outcome played no part in choosing rows (roughly 0.26% active in at least one column).
